Bioassay records from PubChem BioAssay.
SKKanGAS inh: S. pyogenes SKKanGAS growth inhibitors in kanamycin, primary screen, streptokinase expression inhibitor project, SKKanGAS strain, BacTiter-Glo luminescence; actives 1.3% (n = 300,000); AID 1662, 2009; inhibition, % at 7.5 µM; 6 h;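 active = mean replicate score, as percent of positive control median, at least 50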;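 also: strain carries kanamycin resistance gene driven by streptokinase promoter and grows in 40 µg/ml kanamycin; loss of luminescence reflects streptokinase promoter inhibition or plain growth inhibition; 0% = median of DMSO wells and 100% = positive control at its reference dose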
TRPC4 agonist: activators of mouse TRPC4 channel, primary screen, Fluo4 calcium, HEK293 TRPC4beta/mu-opioid cells | Short transient receptor potential channel 4 (Mus musculus), Q9QUQ5 | B-score at 10 µM | actives 0.49% (n = 310,000) | Fluo4 calcium fluorescence; active compounds read high;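 active = B-score above 5 SD of library B-scores, and initial fluorescence ratio not above library mean plus 5 SD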;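 also: positive B-score marks a calcium rise read as TRPC4 activation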
Target sequence (Q9QUQ5 whole entry, looked up): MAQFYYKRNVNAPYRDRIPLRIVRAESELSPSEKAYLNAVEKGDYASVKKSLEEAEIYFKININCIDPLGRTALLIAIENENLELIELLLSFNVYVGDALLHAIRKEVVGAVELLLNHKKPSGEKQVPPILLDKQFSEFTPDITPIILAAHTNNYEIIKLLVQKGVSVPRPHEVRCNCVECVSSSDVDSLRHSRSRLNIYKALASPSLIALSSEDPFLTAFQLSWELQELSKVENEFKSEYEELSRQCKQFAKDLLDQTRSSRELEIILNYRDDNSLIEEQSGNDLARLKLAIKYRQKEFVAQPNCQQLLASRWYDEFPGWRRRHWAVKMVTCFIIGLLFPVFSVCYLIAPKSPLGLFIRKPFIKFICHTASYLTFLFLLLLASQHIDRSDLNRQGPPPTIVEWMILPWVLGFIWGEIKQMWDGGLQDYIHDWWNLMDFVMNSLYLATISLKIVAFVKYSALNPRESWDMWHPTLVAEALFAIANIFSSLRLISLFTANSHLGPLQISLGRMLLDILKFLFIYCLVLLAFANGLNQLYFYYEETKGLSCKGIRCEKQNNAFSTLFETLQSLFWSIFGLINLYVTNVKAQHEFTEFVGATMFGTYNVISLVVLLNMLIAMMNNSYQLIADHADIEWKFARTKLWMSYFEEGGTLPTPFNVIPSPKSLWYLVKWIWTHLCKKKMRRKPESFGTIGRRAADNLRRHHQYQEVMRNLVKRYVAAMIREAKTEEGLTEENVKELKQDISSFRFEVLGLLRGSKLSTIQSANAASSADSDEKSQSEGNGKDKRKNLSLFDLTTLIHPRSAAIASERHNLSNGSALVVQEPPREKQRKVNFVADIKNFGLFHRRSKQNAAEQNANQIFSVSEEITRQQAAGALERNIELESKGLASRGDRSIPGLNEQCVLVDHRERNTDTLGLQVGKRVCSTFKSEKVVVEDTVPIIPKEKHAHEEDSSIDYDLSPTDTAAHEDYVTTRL
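Incubation: 45 min room-temperature Fluo4 loading, 110 s read / System: HEK293 cells stably co-expressing mouse TRPC4beta and mu-opioid receptor / Signal: Fluo4 fluorescence, kinetic / Control set: buffer (low) and maximal DAMGO (high) / Measure: integrated baseline-normalised fluorescence ratio, converted to per-well B score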
TRPC4 potent: positive allosteric modulators of TRPC4, primary screen, cell-based, mouse TRPC4beta, HEK293 mu-opioid, Fluo-4 calcium | Short transient receptor potential channel 4 (Mus musculus), Q9QUQ5 | DAMGO EC20, Fluo-4 Ca2+ flux; active compounds read high | B-score at 10 µM | actives 0.42% (n = 310,000) | AID 2227, 2009;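 active = B-score of calcium response area above 5 SD of library B-scores, with initial fluorescence ratio within 5 SD of library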;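 also: B-score of integrated fluorescence ratio over time as area under calcium response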
TRPC4 block: inhibitors of mouse TRPC4 channel, primary screen, Fluo4 calcium, HEK293 TRPC4beta/mu-opioid cells; Short transient receptor potential channel 4 (Mus musculus), Q9QUQ5; DAMGO-evoked Fluo4 calcium flux; active compounds read low; B-score at 10 µM; actives 0.39% (n = 300,000);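 active = B-score over 3 SD under the library average, no early fluorescence shift, positive overall ratio signal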
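material = TRPC4beta/mu-opioid receptor HEK293 cell line | probe or stimulus = sequential submaximal and maximal DAMGO stimulation | compound dosing = one concentration per compound | measured by = Fluo4 Ca2+ flux fluorescence | evaluation = integrated fluorescence ratio relative to baseline, converted to per-well B score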
TRPC6 inhibitor: mouse TRPC6 channel inhibitors, primary screen, cell-based, HEK293, membrane potential dye. Short transient receptor potential channel 6 (Mus musculus), Q61143. ACh-evoked depolarization; active compounds read low. B-score at 10 µM. actives 1.1% (n = 310,000). AID 2553, 2010;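 active = B-score under library mean minus 3 SD, initial fluorescence not abnormally high, positive integrated signal ratio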;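 also: B-score derived from integrated fluorescence ratio over the kinetic read; more negative B-score means stronger inhibition of depolarization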
KLF5 inhibitor: KLF5 expression inhibitors, primary screen, DLD-1 cells, luminescence; DLD-1 KLF5 promoter-luciferase reporter; inhibition, % at 5 µM; actives 0.23% (n = 290,000); AID 1700, 2009;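 active = inhibition above a per-plate limit of that plate's mean compound inhibition plus 3 SD, cut at about 60% in these data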;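 also: 0% = DMSO wells and 100% = LY294002 at 200 µM; higher means less KLF5 promoter-driven luciferase light; inactives centre near -14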
IEC-6 tox: cytotoxicity in IEC-6 intestinal epithelial cells, primary screen, cytotoxicity control for KLF5 inhibitor project, cell-based, luminescence. IEC-6 cytotoxicity, luminescence viability. inhibition, % at 5 µM. actives 0.78% (n = 290,000). AID 1825, 2009; in the data active = inhibition above about 22%;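 also: 0% = plate median of test compound wells and 100% = cytotoxic reference compound wells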
TRPC6 act: mouse TRPC6 channel activators, primary screen, cell-based, HEK293, membrane potential dye; Short transient receptor potential channel 6 (Mus musculus), Q61143; HEK293-TRPC6 membrane potential dye fluorescence; active compounds read high; B-score at 10 µM; actives 0.13% (n = 310,000); AID 2550, 2010;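 active = B-score of the integrated fluorescence ratio above library mean plus 3 SD, and starting fluorescence ratio within library mean plus 5 SD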;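 also: higher score means more depolarization so channel activation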
aSyn 5UTR inh: MLPCN primary screen, SNCA 5' untranslated region; inhibition, % (tested at 7.5 µM); alpha-synuclein 5'UTR reporter, inhibitor activity; AID 1813, 2009; actives 0.82% (n = 300,000); in the data active = inhibition above about 60%;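 also: H4 neuroglioblastoma cells stably carrying SNCA 5'UTR luciferase fusion; 0% = DMSO wells and 100% = positive control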
MrgX1 antagonist: antagonists of human MrgX1 receptor, primary screen, HEK293 cells, Fluo-4 calcium flux | actives 1.3% (n = 310,000) | BAM8-22 antagonism; active compounds read low | AID 588676, 2011 | Mas-related G-protein coupled receptor member X1 (Homo sapiens), Q96LB2 | B-score at 10 µM;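 active = calcium-response B-score plate-corrected more than 3 library SD below zero, starting fluorescence within 5 deviations, no agonist response on first addition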;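 also: peak minus trough fluorescence over baseline after final BAM8-22 challenge near maximal dose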
HIF act: HIF pathway transcriptional activators, primary screen, cell-based, U2OS HRE-luciferase, luminescence | actives 0.32% (n = 300,000) | activation, % at 7.5 µM (by protocol) | U2OS HRE-luciferase reporter; normalized: DMSO 0%, desferrioxamine 100%;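 active = mean activation of at least 10% of the iron chelator positive control signal, with at least half of replicates also reaching 10%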
Numbers without * were called inactive; i = inactive; / = no result given.

SMILES	SKKanGAS inh	TRPC4 agonist	TRPC4 potent	TRPC4 block	TRPC6 inhibitor	KLF5 inhibitor	IEC-6 tox	TRPC6 act	aSyn 5UTR inh	MrgX1 antagonist	HIF act
COc1ccc(NC(=O)CN(C)C(=O)c2cccc(S(=O)(=O)N3CCCc4ccccc43)c2)cc1	0.4	i	i	i	i	/	/	i	43.2	i	-1.1
O=C(COC(=O)c1cc(=O)[nH]c2ccccc12)NC(=O)c1ccccc1	-17.5	i	i	i	i	/	/	i	-5.1	i	-14.2
COc1ccc(CN(CC2CCCO2)C(=O)CN2C(=O)COc3ccccc32)cc1OC (stereo not drawn)	0.6	i	i	i	i	-37.4	-10.2	i	1.7	i	0.3
CCn1c2ccccc2c2cc(NC(=O)c3ccc(Br)o3)ccc21	-1.1	i	i	i	i	9.5	3.8	i	-14.3	-7.51*	0.2
O=C1C2C3C=CC(C3)C2C(=O)N1c1ccc(N2CCN(c3ccccn3)CC2)c([N+](=O)[O-])c1 (stereo not drawn)	-1.4	i	i	i	i	-16.4	0.3	i	0.8	i	0.5
O=C(Cn1nnc(-c2ccccc2Cl)n1)N1CCCCC1	-5.4	i	i	i	i	-87.5	-3.8	i	-98.1	i	3.5
CC1CCCN(C(=O)Cn2nnc(-c3ccc(F)cc3)n2)C1 (stereo not drawn)	-5.6	i	i	i	i	-14.3	2.0	i	6.0	i	2.1
O=C1CCCN1CCC1CCCCN1Cc1nc(COc2ccccc2)no1 (stereo not drawn)	-8.2	i	i	i	i	-4.4	0.8	i	-4.0	i	-0.2
Cc1ccc(C(=O)Nc2ccc(CN3CCS(=O)(=O)CC3)cc2)cc1C	-5.8	i	i	i	i	-80.8	-5.0	i	-78.1	i	1.2
COC(=O)c1sccc1NC(=S)Nc1ccccc1	-1.1	i	i	i	i	-18.8	1.8	i	5.6	i	-0.2
O=C(/C=C/c1cn(CC(O)CN2CCCCC2)c2ccccc12)c1cccs1 (stereo not drawn)	1.9	i	i	i	i	-26.2	-6.2	i	-28.7	i	2.3
CSc1ccc(C2C(C#N)=C(N)Oc3c2ccc(=O)c2c(C)oc(C)c32)cc1 (stereo not drawn)	35.3	i	i	i	i	-23.1	-3.3	i	0.1	i	-0.6
O=C(COC(=O)c1ccc2ccccc2c1)Nc1ncc(C(F)(F)F)cc1Cl	2.0	i	i	i	i	-20.6	-2.5	i	13.0	i	-0.2
CCn1nnc(NC(=O)c2cc(Cl)c(OC)c(Cl)c2)n1	-2.2	i	i	i	i	-40.9	1.6	i	7.8	i	-0.9
Cc1ccc(NC(=O)/C(=C/C=C/c2ccccc2)NC(=O)c2ccccc2)cc1	-2.4	i	i	i	i	-10.1	6.8	i	-20.6	i	0.3
O=C(c1cccc([N+](=O)[O-])c1)N1CCN(Cc2ccccc2)CC1	0.6	i	i	i	i	-21.3	3.3	i	7.1	i	-0.3
CCN(CC)CCOC(=O)/C=C/c1ccccc1	-3.9	i	i	i	i	10.4	6.1	i	15.2	i	-1.5
COCc1ccc(CN2CCc3c([nH]c4ccccc34)C2CC(C)C)o1 (stereo not drawn)	-2.3	i	i	i	i	4.0	2.8	i	38.3	i	-0.6
COc1ccc(C(=O)Nc2nnc(SCC(=O)NCc3ccco3)s2)cc1OC	8.6	i	i	i	i	-35.0	1.7	i	-6.2	i	-1.7
CCOc1ccc(C(=O)NC2CC3CCCC(C2)N3CC(C)C)cc1 (stereo not drawn)	-14.6	i	i	i	i	-49.1	1.5	i	17.6	i	-1.0
COc1ccc(CCN2C(=O)CC(N3CCN(C/C=C/c4ccccc4)CC3)C2=O)cc1OC (stereo not drawn)	-4.0	i	i	i	i	-8.7	0.7	i	-5.4	i	-0.1
O=C(NC(NNc1ccc([N+](=O)[O-])cc1)(C(F)(F)F)C(F)(F)F)c1ccc(Cl)cc1	33.2	i	i	i	i	-17.2	8.1	i	17.9	i	-0.6
C/C(CCC1CC(C)OC1=O)=N/Nc1nc(-c2ccccc2)cs1 (stereo not drawn)	2.9	i	i	i	i	-13.5	8.4	i	-53.3	i	0.7
O=S(=O)(NCC1CCCO1)c1ccc(S(=O)(=O)N2CCc3ccccc3C2)cc1 (stereo not drawn)	-1.7	i	i	i	i	-28.8	0.9	i	21.3	i	-0.1
O=C1c2ccccc2C(Nc2ccc(F)cc2F)N1CCN1CCOCC1 (stereo not drawn)	0.0	i	i	i	i	14.3	1.2	i	-10.3	i	0.0

Rewritten with two lines to a compound: two of the compounds above.
Below each SMILES – SKKanGAS inh, TRPC4 agonist, TRPC4 potent, TRPC4 block, TRPC6 inhibitor, KLF5 inhibitor, IEC-6 tox, TRPC6 act, aSyn 5UTR inh, MrgX1 antagonist, HIF act
- CC1CCCN(C(=O)Cn2nnc(-c3ccc(F)cc3)n2)C1 (stereo not drawn)
→ -5.6, i, i, i, i, -14.3, 2.0, i, 6.0, i, 2.1
- CSc1ccc(C2C(C#N)=C(N)Oc3c2ccc(=O)c2c(C)oc(C)c32)cc1 (stereo not drawn)
→ 35.3, i, i, i, i, -23.1, -3.3, i, 0.1, i, -0.6

(next part)
SMILES	SKKanGAS inh	TRPC4 agonist	TRPC4 potent	TRPC4 block	TRPC6 inhibitor	KLF5 inhibitor	IEC-6 tox	TRPC6 act	aSyn 5UTR inh	MrgX1 antagonist	HIF act
COc1cc(NC(=O)Cc2ccc(Cl)cc2)ccc1NC(=O)c1ccco1	5.5	i	i	i	i	-35.5	-5.4	i	35.3	i	0.2
CCCOc1ccc(S(=O)(=O)NCCCN2CCOCC2)c2ccccc12	3.3	i	i	i	i	-14.7	-4.4	i	/	i	/
O=C(CSc1ccccc1C(=O)O)c1ccc([N+](=O)[O-])cc1	-6.8	i	i	i	i	5.8	-0.7	i	-8.3	i	-0.5
O=c1cc(-c2ccccc2)nc2c(-c3ccccc3)c(C(F)(F)F)[nH]n12	56.0*	i	i	i	i	-24.9	3.2	i	-0.1	i	-31.7
O=C(Nc1nnc(CCc2ccccc2)s1)c1ccco1	-6.0	i	i	i	i	-20.5	0.6	i	-87.2	i	0.8
Cc1ccsc1/C=N/NC(=O)CO	-1.7	i	i	i	i	-31.7	-0.8	i	27.8	i	0.2
COC(=O)CCC(NC(=O)c1cc(-c2ccc3c(c2)OCCO3)oc1C)C(=O)OC (stereo not drawn)	-1.6	i	i	i	i	-6.7	4.5	i	-51.6	i	-0.2
Cn1cc(SCC(=O)N2CCN(c3ccccc3)CC2)c2ccccc21	-5.9	i	i	i	i	-4.2	5.7	i	-39.4	i	-0.2
O=C(CNC(=O)c1ccc(F)cc1)N/N=C/c1cn[nH]c1-c1ccccc1	-5.3	i	i	i	i	3.6	-7.8	i	-7.5	i	0.0
CCCNC(=O)c1ccc(N(Cc2ccccc2)S(C)(=O)=O)cc1	-2.8	i	i	i	i	-18.7	1.7	i	-6.7	i	-0.3
CC(C)c1ccc2oc(=O)cc(CN3CCN(c4ccc(F)cc4)CC3)c2c1	21.8	/	/	/	/	3.0	0.3	/	36.2	i	0.0
CCCN1CCC(NC(=S)Nc2cccc(Cl)c2Cl)CC1	-8.2	i	i	i	i	-26.5	4.1	i	0.7	i	-0.4
O=C(Nc1ccc2c(c1)OCO2)c1cc(C2CC2)on1	-4.5	i	i	i	i	-81.6	11.8	i	-148.2	i	2.8
O=C(CCc1ccc(S(=O)(=O)NC2CCCCC2)cc1)NCc1cccnc1	-6.0	i	i	i	i	0.0	3.9	i	30.3	i	0.0
c1ccc(COc2ccc(OCCCCN3CCCC3)cc2)cc1	-1.4	i	i	i	i	-84.7	3.1	i	-14.6	i	-0.4
CCc1ccc(NC(=O)CSc2nnc(-c3cnccn3)n2Cc2ccco2)cc1	-7.1	i	i	i	i	-2.6	4.2	i	13.4	i	0.0
O=C(CSc1c(Cl)cccc1Cl)N1CCC(c2nc3ccccc3s2)CC1	4.2	i	i	i	i	-23.8	-1.8	i	3.9	i	-0.5
COc1ccc(NC(=O)C2CCCN2C(=O)OCc2ccccc2)cc1 (stereo not drawn)	4.6	i	i	i	i	-22.3	-10.8	i	-5.2	i	-0.4
O=C(Cn1ccsc1=NC(=O)C(F)(F)F)c1ccccc1	-3.1	i	i	i	i	-78.5	-1.5	i	-122.8	i	1.2
Cc1nnc(SCC(=O)N2CC(=O)Nc3ccccc32)n1-c1ccccc1	-3.1	i	i	i	i	-2.5	4.9	i	-0.2	i	-0.3
CCC(=O)OCC(=O)Nc1cc(C)c(C)cc1[N+](=O)[O-]	-11.3	i	i	i	i	5.2	-5.2	i	4.2	i	-0.1
Cc1cccc(NC(=O)NNC(=O)COc2ccc([N+](=O)[O-])cc2)c1C	-6.2	i	i	i	i	-20.6	1.1	i	5.5	i	-0.5
Cc1cc(SCC(=O)Nc2ccc(O)cc2)n2nc(C)c(-c3ccccc3)c2n1	2.3	i	i	i	i	-24.2	-3.0	i	18.3	i	-0.3
O=C(CCN=C1NS(=O)(=O)c2ccccc21)OCC(=O)c1ccccc1	-8.2	i	i	i	i	/	/	i	-1.5	i	-0.5
S=c1[nH]nc(-c2ccccn2)n1/N=C/c1c(Cl)cccc1Cl	3.8	i	i	i	i	-26.3	-1.1	i	-15.2	i	-0.8
Cc1nnc(NC(=O)c2ccc(Br)o2)s1	6.4	i	i	i	i	-27.2	-0.2	i	-1.0	i	0.6
COc1ccc(-c2cc3c(=O)n(CC(=O)Nc4ccc(C(C)=O)cc4)ncn3n2)cc1	3.1	i	i	i	i	-91.3	-0.3	i	7.9	i	0.5
Cc1cccc(NC(=O)COC(=O)c2cccs2)c1C	2.7	i	i	i	i	-19.9	2.9	i	-18.4	i	-0.1
COCCNC(=O)C(C#N)c1nc2ccccc2nc1N1CCCCCC1 (stereo not drawn)	-5.4	i	i	i	i	21.1	6.7	i	21.2	i	-0.1
CCCCn1c(N)c(N(CCC(C)C)C(=O)c2ccc(N3CCCC3=O)cc2)c(=O)[nH]c1=O	-2.4	i	i	i	i	/	/	i	14.4	i	-1.5
